High-throughput results as filed in PubChem.
ER stress surv: protection against thapsigargin ER stress killing – CSM14.1 cells, ATP luminescence, primary screen | CSM14.1 thapsigargin ER stress survival | relative survival (cellular ATP), % at 15 µg/mL (by protocol) | 48,000 tested, 0.33% active;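 active = survival measured by cellular ATP above 50% at 15 µg/ml in the first screen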;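 also: cell death triggered by about 15 µM thapsigargin; ATP read 24 h after thapsigargin was added; plate controls were thapsigargin with DMSO for no effect and DMSO without thapsigargin for full effect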
The depositor's hits bear a star. Not all compounds are listed. The share of hits here may be higher or lower than overall.

structure | ER stress surv
C/C(=C\C(=O)c1ccccc1)Nc1cccc(Cl)c1Cl | 10.1
Cc1ccc(N2C(=O)C3ON(c4ccccc4)C(c4ccc(F)cc4)C3C2=O)cc1 (stereo not drawn) | 4.9
COC(=O)c1ccccc1NC(=O)CN(c1ccccc1)S(=O)(=O)c1ccccc1[N+](=O)[O-] | 7.9
COc1ccc(CN2CCN(C(=O)c3cccs3)CC2)c(OC)c1 | -0.8
Cc1ccc(O)c(/C=C2\Sc3ccccc3C2=O)c1 | 8.3
COc1ccc(-n2c(-c3cccc(C)c3[N+](=O)[O-])n[nH]c2=S)cc1 | 0.7
S=C(c1ccncc1)N1CCOCC1 | 21.9
CC(=O)c1ccc(Nc2nc(-c3ccccc3O)nc3ccccc23)cc1 | 15.6
COc1ccccc1NS(=O)(=O)c1cc([N+](=O)[O-])ccc1Cl | 6.0
Cc1cc(Cl)ccc1NC(=O)/C=C/c1ccccc1 | 0.5
O=c1c2c(nc3cc(-c4cccc(Cl)c4)[nH]n13)CCS2 | -3.4
Cc1cc(/C=N/NC(N)=O)c(C)n1-c1cccc(Cl)c1 | 2.5
COc1ccc(CSc2nnc3c(n2)[nH]c2ccccc23)cc1 | 13.7
C=CCc1cccc(/C=N/NS(C)(=O)=O)c1O | -0.2
CCOc1ccc2nc(Cc3ccccc3)[nH]c2c1 | 0.5
COc1cc(/C=N/NC(=O)C(=O)N2CCCC2)ccc1O | -2.2
CCc1c(O)nc(SCC(=O)N2CCCCC2)[nH]c1=O | 1.6
CC(=O)C1=C(O)C(=O)N(CC2CCCO2)C1c1ccccc1[N+](=O)[O-] (stereo not drawn) | 4.4
C(#Cc1ccc2noc(-c3ccccc3)c2c1)c1ccccc1 | 14.2
O=C(/C=C/c1ccco1)Nc1cc(Cl)cc(Cl)c1 | 0.2
O=[N+]([O-])c1ccc(CSc2nnc(-c3ccncc3)n2-c2ccccc2)cc1 | -3.1
Cc1ccc(N=Cc2ccc(C#N)cc2)cc1I | 8.7
CCOc1ccc2ccccc2c1/C=N/c1oc(C)c(C)c1C#N | 9.5
O=C(Nc1ccc(Cl)cc1Cl)c1ccc(I)cc1 | 3.1
COc1cc(NC(=O)c2cccc(OCc3ccccc3)c2)ccc1NC(=O)c1ccco1 | 0.7
CN(C)c1ccc(NC(=S)Nc2ccccc2)cc1 | -3.5
Nc1cc(N)c(N2CCCCC2)cc1N1CCCCC1 | 4.2
O=C(c1ccc(Br)cc1)c1cc(Cl)ccc1NCc1ccccc1 | 7.4
CC1=C(C(=O)OCCOc2ccccc2)C(c2cc3c(cc2Br)OCO3)NC(=O)N1 (stereo not drawn) | 1.7
CC(=O)N1C(=O)/C(=C/C(=O)c2ccccc2)c2ccccc21 | -2.6
COc1ccc(NC(=O)c2ccc(Cc3ccc(C)cc3)o2)cc1 | 14.8
COC(=O)c1ccc(C2CC(=O)NC(C)=C2C(=O)OCc2ccccc2)cc1 (stereo not drawn) | 0.3
O=[N+]([O-])c1ccc(Sc2c(-c3ccccc3)nc3sccn23)cc1 | 6.8
COc1cc(Br)c(/C=C2\C(=O)N(c3ccc(S(N)(=O)=O)cc3)N=C2C)cc1OC | -10.4
CCCN(CCC)c1ccc(/C=N/NC(=O)C(O)c2ccccc2)cc1 (stereo not drawn) | 3.3
CCCCNCCCCOc1c(C)cccc1C | -5.6
COc1ccc(CC(=O)NCc2ccccc2Cl)cc1OC | -2.3
Cc1cc(C)nc(NS(=O)(=O)c2ccc(N=Cc3c(C)[nH]n(-c4ccc(C)c(C)c4)c3=O)cc2)n1 | -8.0
CCc1cc(C)cc(OCCOc2cccc(/C=C3/SC(=S)N(C)C3=O)c2)c1 | 3.1
Cc1ccc(CNC(=O)CCC(=O)Nc2cc(Cl)ccc2C)cc1 | 6.8
CCOc1ccccc1/C=C1/C(=O)NN(c2ccc(C)c(C)c2)C1=O | 8.2
O=C(COc1ccc([N+](=O)[O-])cc1)Nc1ccc2oc(-c3cccc(Cl)c3)nc2c1 | 13.8
O=C(Nc1cccc2nsnc12)c1ccco1 | 7.3
COc1ccc(N2C(=O)C(Cl)=C(Nc3cccc(OC)c3)C2=O)cc1 | -2.6
COc1ccc(OC)c(C(O)c2nc3ccccc3n2C(C)C)c1 (stereo not drawn) | 3.9
Cc1ccsc1/C=C(/C#N)c1nc(-c2ccc(Cl)cc2)cs1 | 8.0
CS(=O)(=O)N1CCN(C2CCN(Cc3ccccc3)CC2)CC1 | 0.4
CCOC(=O)Nc1cccc(Nc2ccccc2)c1 | -6.3
O=C(Cn1c(NCCO)nc2ccccc21)c1ccc([N+](=O)[O-])cc1 | 3.0
CCOC(=O)C(CCOCCOc1c(C)cc(Cl)cc1Cl)C(=O)OCC | 0.9
O=C(c1ccc([N+](=O)[O-])cc1)n1c2c(c3ccccc31)CCCC2 | 3.8
CCc1[nH]nc(C(=O)N/N=C/c2ccccn2)c1C | 1.6
CCc1cccc(C)c1NC(=O)/C=C/c1ccc(F)cc1 | -2.8
CSc1ccc(CN2CCN(C(=O)c3cccc(F)c3)CC2)cc1 | 7.7
C=CCOc1ccccc1/C=C1\N=C(c2ccc(C)cc2)OC1=O | -0.4
COc1ccc(/C=C2\SC(=Nc3cccc(Cl)c3C)NC2=O)c(OC)c1 | 4.5
Cc1cccc(C)c1OCC(=O)Nc1ccc([N+](=O)[O-])cc1 | 0.8
CC(=O)NS(=O)(=O)c1ccc(NC(=O)/C=C/c2ccc(F)cc2)cc1 | 5.3
CC(C)C(C(=O)O)N1C(=O)/C(=C/c2ccc(F)cc2)SC1=S (stereo not drawn) | -5.8
O=C(Nc1ccc(Cl)cc1)/C(=C\c1cccc([N+](=O)[O-])c1)NC(=O)c1cccs1 | -1.6

The list goes on:
structure | ER stress surv
CS(=O)(=O)N1CCN(c2ccc([N+](=O)[O-])c(N3CCCCC3)c2)CC1 | 9.7
CCOc1ccc(NC(=O)/C=C/c2ccc(C)o2)cc1 | -8.4
CC1=C/C(=N/OS(=O)(=O)c2ccc(C)cc2)C=CC1=O | -24.0
CCCOc1ccc(/C=N/NS(=O)(=O)c2ccc3ccccc3c2)cc1OC | 6.8
O=S(=O)(c1ccc(Br)c2ccccc12)N1CCCc2ccccc21 | 5.6
CCOC(=O)C1=C(C)N=C2SCC(=O)N2C1c1ccc(O)cc1 (stereo not drawn) | 10.3
Cc1cc(/C=C2/NC(=O)NC2=O)c(C)n1-c1cccc(Cl)c1 | 0.1
Cc1ccc(OCC(=O)O/N=C(\N)c2ccncc2)c(C)c1 | 6.3
OCCN(CCO)c1nc2ccccc2[nH]1 | 2.2
CCc1cc2c(C)c(CC)c(=O)oc2cc1O | 1.7
CCN(Cc1ccccc1)C(=O)c1ccc(SC)cc1OC | -0.9
COc1cccc(/C=C/c2nc3ccccc3c(=O)[nH]2)c1O | -0.7
Cc1nc2ccccc2n1C(=O)c1ccc([N+](=O)[O-])cc1 | 8.2
Cc1cc(OCC(O)CN2C(C)CCCC2C)ccc1C(C)C (stereo not drawn) | -7.5
CCC(=O)Oc1ccc2oc(=O)cc(C)c2c1 | 2.2
O=C(Nc1nccs1)c1ccc(NC(=O)C2CCCCC2)cc1 | 14.8
CC(=O)NC1=NC(=O)/C(=C\c2cn(C)c3ccccc23)S1 | -0.5
COc1cc2c(C)[nH]c(=O)c(CC(=O)Nc3ccccc3)c2cc1OC | -3.1
COc1ccccc1NC(=O)/C=C/c1ccc(C)o1 | -11.7
COc1cc(/C=C2/C(=O)NC(=O)N(c3ccc(C(C)C)cc3)C2=O)ccc1O | 1.5
O=C1NC(=S)NC(=O)C1=Cc1cc(Cl)c(O)c(Cl)c1 | 0.5
COc1cc(NC(=O)c2ccc(Cl)cc2Cl)ccc1NC(=O)c1ccco1 | 0.5
FC(F)(F)c1ccc(CN2CCN(Cc3ccco3)CC2)cc1 | -1.5
CCOc1ccc(NC(=S)NC(=O)COc2ccccc2)cc1 | 5.7
COc1ccc(OC)c(N(CC(=O)O)S(C)(=O)=O)c1 | -0.5
CN1CCN(c2ccc(/C=C3\NC(=S)NC3=O)cc2[N+](=O)[O-])CC1 | -2.4
N#Cc1cccc(NC(=O)Nc2ccc(Cl)cc2)c1 | 7.2
Cc1ccc(C)c(NC(=O)Cn2nc(C)c3ccccc3c2=O)c1 | -3.2
Cc1ccc(C)n1-c1ccc(C(=O)O)c(Cl)c1 | -1.7
CC(C)C(=O)NS(=O)(=O)c1ccc(NC(=O)c2ccc(Cl)cc2)cc1 | 7.8
Cc1cccc(NC(=O)CSc2nc(C)cc(C)n2)c1 | -1.2
Cc1nn(C)c(C)c1NC(=O)c1ccnn1C | 7.1
O=C(Oc1ccc(Br)cc1C(=S)N1CCOCC1)c1ccc(Cl)cc1 | 1.7
Cc1cc(C)nc(/N=C(/N)Nc2ccc(C(=O)O)cc2)n1 | -5.1
C=CCN1C(=O)/C(=C\c2c(OCC)ccc3ccccc23)C(=O)NC1=S | 4.2
O=C(O)CCC(=O)NNC(=O)c1ccncc1 | 3.5
CC1(C)CC(=O)C(N=Nc2ccc3[nH]c(=O)[nH]c3c2)=C(O)C1 | 13.2
O=C(Nc1cc(C(F)(F)F)cc(C(F)(F)F)c1)c1ccco1 | 3.3
CC(NC(=O)CN(c1ccccc1)S(=O)(=O)c1ccccc1[N+](=O)[O-])c1ccccc1 (stereo not drawn) | 0.3
COc1cc(NC(=O)COc2ccc(Cl)cc2Br)c(OC)cc1Cl | 10.9
c1cc(Nc2ncnc3sc4c(c23)CCC4)ccn1 | 4.6
O=C(Nc1ccc(N2CCCCC2)cc1)c1ccc(-c2ccccc2)cc1 | 7.0
COC(=O)c1ccccc1NC(=O)COc1ccc(Br)cc1 | 0.2
O=C(CCc1ccccc1)N1CCN(c2nc3ccc([N+](=O)[O-])cc3s2)CC1 | -6.2
COc1c(Br)cc(Br)cc1/C=N\NC(=O)c1ccc([N+](=O)[O-])cc1 | -10.2
O=C1N=C(N2CCN(C3=NC(=O)/C(=C/c4ccccc4O)S3)CC2)S/C1=C\c1ccccc1O | 13.9
CCOc1ccc(NC2=NS(=O)(=O)c3ccccc32)cc1 | 13.9
Cc1cccc(-c2noc(-c3ccc(I)cc3)n2)c1 | 4.7
Cc1ccc(OCCSc2nc3ccccc3[nH]2)cc1C | 12.2
Cc1cc(C)cc(N(CC(=O)O)S(=O)(=O)c2ccccc2)c1 | 1.0
Cc1oc2ccc(OS(C)(=O)=O)cc2c1C(=O)OC(C)C | 1.5
CCOC(=O)C1=C(C)NC(=S)NC1c1cc(C(C)C)c(OC)cc1C (stereo not drawn) | -1.3
CCc1ccc(-c2cc(C(=O)NC(C)C)c3ccccc3n2)cc1 | 1.8
CCC(=O)c1ccc(OCC(O)CN2CCCC2)c(OC)c1 (stereo not drawn) | -4.7
CC(C)(C)NC(=O)CN1C(=O)/C(=C/c2ccccc2)SC1=S | 1.7
O=C(/C=C/c1ccccc1)NNc1ccc([N+](=O)[O-])cc1 | 0.1
CC(C)c1ccc(/C=C(\NC(=O)c2ccccc2)C(=O)NCC2CCCO2)cc1 (stereo not drawn) | 1.6
Cc1coc2c(I)c3oc(=O)cc(C)c3cc12 | -1.3
COC(=O)C1=C(C)N(C)C(C)=C(C(=O)OC)C1c1cccc(OCc2ccccc2)c1 | -2.7
CN(C)NC1S/C(=C/C(=O)O)C(=O)N1c1ccccc1 (stereo not drawn) | 2.6

Next part
structure | ER stress surv
CCc1nnc(NC(=O)CCc2ccc(OC)cc2)s1 | -1.0
O=C(NCCN1CCOCC1)/C(=C/c1ccc(Cl)cc1)NC(=O)c1ccccc1 | 8.2
Cc1cc(Nc2ccc(Br)cc2)nc2ccccc12 | 2.9
O=C(Nc1cc(C(F)(F)F)ccc1N1CCOCC1)Nc1cccc2ccccc12 | -2.0
CS(=O)(=O)c1nnnn1-c1cccc2ccccc12 | -3.9
Cc1ccc(Cn2c(-c3nonc3N)nc3ccccc32)cc1 | 4.4
Cc1nc2c(C)cccc2c2c1CC(C)O2 (stereo not drawn) | -4.2
O=[N+]([O-])c1cc2c(cc1C=Nc1cc(Cl)cc(Cl)c1)OCO2 | 11.0
O=C(c1cc2n(n1)C(C(F)(F)F)CC(c1ccc(Cl)c(Cl)c1)N2)N1CCN(Cc2ccccc2)CC1 (stereo not drawn) | 3.9
O=C(NCC1COc2ccccc2O1)C(c1ccccc1)c1ccccc1 (stereo not drawn) | 5.1
CN(/N=C/c1cc([N+](=O)[O-])ccc1O)c1ccccc1 | 0.9
FC(F)(F)c1cc(-c2ccccc2)n[nH]1 | 14.1
COc1ccc(C2C3=C(CC(C)(C)CC3=O)Nc3ccccc3N2C(=O)CC(C)C)cc1 (stereo not drawn) | 10.5
COc1cccc(N2C(=O)/C(=C/c3ccccc3[N+](=O)[O-])SC2=S)c1 | 8.5
COc1ccc(-n2c(C)c([N+](=O)[O-])c3ccc(OC(C)=O)c(COC(C)=O)c32)cc1 | 14.7
CCOC(=O)c1sc(NC(=O)c2ccc(Br)o2)nc1C | 0.5
O=C(N/N=C/CCc1ccccc1)c1cccc([N+](=O)[O-])c1 | 2.3
Cc1cc(OCC(=O)Nc2cccc(Br)c2)ccc1Cl | 4.0
O=C(Nc1ncc(Cc2ccccc2)s1)c1ccc([N+](=O)[O-])cc1 | 7.8

Among those listed so far, these contain a cyano group.
structure | ER stress surv
Cc1ccc(N=Cc2ccc(C#N)cc2)cc1I | 8.7
CCOc1ccc2ccccc2c1/C=N/c1oc(C)c(C)c1C#N | 9.5
Cc1ccsc1/C=C(/C#N)c1nc(-c2ccc(Cl)cc2)cs1 | 8.0
N#Cc1cccc(NC(=O)Nc2ccc(Cl)cc2)c1 | 7.2
